Bioassay records as filed in PubChem.
Bim-Bcl-XL: inhibitors of Bim-Bcl-XL binding, primary screen, biochemical, multiplexed, bead flow cytometry, human Bcl-XL | Bcl-2-like protein 1 (Homo sapiens), Q07817 | Bim peptide-Bcl-XL binding, fluorescence | inhibition, % at 10 µM | 190,000 tested, 0.04% active | AID 1007, 2008
Target sequence (Q07817 whole entry, looked up): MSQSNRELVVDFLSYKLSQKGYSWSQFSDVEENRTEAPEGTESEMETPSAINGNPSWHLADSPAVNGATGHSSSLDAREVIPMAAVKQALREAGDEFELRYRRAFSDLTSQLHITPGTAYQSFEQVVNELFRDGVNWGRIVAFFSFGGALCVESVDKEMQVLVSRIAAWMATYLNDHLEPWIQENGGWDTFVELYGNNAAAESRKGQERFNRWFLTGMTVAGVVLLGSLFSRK
Bcl-W Bim block: inhibitors of Bim binding to Bcl-W, primary screen, biochemical, multiplexed, bead-based flow cytometry; Bim peptide-Bcl-W binding; inhibition, % at 10 µM; 190,000 tested, 0.02% active; AID 952, 2007;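 note: 0% = bound tracer without compound and 100% = peptide blocker; higher means less fluorescent Bim peptide bound to Bcl-W beads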
Target sequence (Q92843 whole entry, looked up): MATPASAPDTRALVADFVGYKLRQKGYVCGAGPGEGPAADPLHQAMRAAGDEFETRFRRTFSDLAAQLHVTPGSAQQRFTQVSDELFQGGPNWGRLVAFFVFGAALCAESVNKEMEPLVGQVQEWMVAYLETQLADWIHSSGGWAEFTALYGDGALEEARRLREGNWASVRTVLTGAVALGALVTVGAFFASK
ABCB1 block: ABCB1 efflux pump inhibitors, primary screen, cell-based, multiplex, flow cytometry, ABCG2 counter-screen. ATP-dependent translocase ABCB1 (Homo sapiens), P08183. CCRF-Adr cells, JC-1 efflux. inhibition, % at 6.6 µM. 190,000 tested, 0.067% active; in the data active = inhibition above about 40%;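 note: 0% = vehicle and 100% = reference inhibitor; higher value means more JC-1 retained so stronger ABCB1 efflux block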
Bcl-2 Bim block: inhibitors of Bim-Bcl-2 binding, primary screen, biochemical, multiplexed, human Bcl-2 family; inhibition, % at 10 µM; Apoptosis regulator Bcl-2 (Homo sapiens), P10415; 190,000 tested, 0.06% active; Bead-based flow cytometry, Bim peptide-Bcl-2 binding; in the data active = inhibition above about 40%; inconclusive = no clear call, values can overlap the other calls;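 note: 0% = no compound wells with probe peptide and 100% = reference peptide inhibitor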
Target sequence (P10415 whole entry, looked up): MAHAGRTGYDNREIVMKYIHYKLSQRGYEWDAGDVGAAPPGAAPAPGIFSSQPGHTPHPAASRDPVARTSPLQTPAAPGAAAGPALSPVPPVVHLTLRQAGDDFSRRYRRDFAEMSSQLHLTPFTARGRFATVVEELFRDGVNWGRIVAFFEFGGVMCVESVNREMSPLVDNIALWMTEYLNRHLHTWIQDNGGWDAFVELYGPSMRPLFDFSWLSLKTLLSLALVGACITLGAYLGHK
Avidin bead fluor: green autofluorescence of compounds with avidin beads – biophysical, 488/530 nm, flow cytometry, artefact control, profiling panel. compound fluorescence 488/530 nm; stronger effect = higher value. fluorescence (KMESF) at 10 µM. 220,000 tested, 0.38% active. AID 1775, 2009; in the data active = fluorescence above about 47; note: inactives centre near 10
RGS7-Gao: RGS7-Galphao binding modulators, primary screen, biochemical, multiplexed bead flow cytometry | binding response (% of control), % at 10 µM | 220,000 tested, 0.35% active | AID 1439, 2008 | actives lie on both sides | Guanine nucleotide-binding protein G(o) subunit alpha (Homo sapiens), P09471; in the data active = binding response below about 49% or above about 150%; inconclusive = no clear call, values can overlap the other calls; inactive = in between;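 note: fluorescent Galphao held in activated GDP-AlF4 state binding bead-coupled RGS7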
Target sequence (P09471 whole entry, looked up): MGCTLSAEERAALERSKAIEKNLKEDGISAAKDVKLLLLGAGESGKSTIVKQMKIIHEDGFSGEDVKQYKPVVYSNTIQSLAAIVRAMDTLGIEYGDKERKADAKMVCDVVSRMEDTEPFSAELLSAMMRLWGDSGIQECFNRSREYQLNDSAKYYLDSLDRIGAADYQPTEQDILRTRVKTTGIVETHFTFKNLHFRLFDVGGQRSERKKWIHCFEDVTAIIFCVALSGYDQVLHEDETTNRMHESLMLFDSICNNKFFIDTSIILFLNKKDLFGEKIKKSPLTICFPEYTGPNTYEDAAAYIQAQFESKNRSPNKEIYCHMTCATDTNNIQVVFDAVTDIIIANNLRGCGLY
GSH fluor: compound fluorescence on glutathione beads, profiling panel, artefact control, biophysical, 488/530 nm, flow cytometry; GSH beads flow cytometry, compound fluorescence 488/530 nm; stronger effect = higher value; fluorescence (KMESF) at 10 µM; 190,000 tested, 0.25% active; in the data active = fluorescence above about 89;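 note: glutathione beads carrying GST-tagged Bcl family fusion proteins plus one bare bead set; values are compound well signal with DMSO vehicle wells as background; inactives centre near 16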
RGS4-Gao reg: modulators of RGS4 binding to Galphao, primary screen, biochemical, multiplexed bead flow cytometry; Guanine nucleotide-binding protein G(o) subunit alpha (Homo sapiens), P09471; binding response (% of control), % at 10 µM; 220,000 tested, 0.33% active; actives lie on both sides; AID 1415, 2008; in the data active = binding response below about 49% or above about 150%; inactive = in between;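 note: fluorescent Galphao activated with aluminum fluoride binding bead-coupled RGS4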
Bfl-1 Bim block: inhibitors of Bim binding to Bfl-1, primary screen, biochemical, multiplexed, bead-based flow cytometry; 190,000 tested, 0.12% active; inhibition, % at 10 µM; AID 1008, 2008; Bcl-2-related protein A1 (Homo sapiens), Q16548; Bim-Bfl-1 binding inhibition;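 note: 0% = wells without compound plus tracer and 100% = blocker peptide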
Bim-Bcl-B: inhibitors of Bim-Bcl-B binding, primary screen, biochemical, multiplexed, human Bcl-2 family. Bcl-2-like protein 10 (Homo sapiens), Q9HD36. bead-based flow cytometry, Bim peptide-Bcl-B binding. inhibition, % at 10 µM. 190,000 tested, 0.073% active;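 note: 0% = tracer peptide without compound and 100% = reference inhibitor peptide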
ABCG2 block: ABCG2 efflux pump inhibitors, primary screen, multiplex with ABCB1, IgMXP3 cells, flow cytometry; Broad substrate specificity ATP-binding cassette transporter ABCG2 (Homo sapiens), Q9UNQ0; JC-1 efflux; inhibition, % at 6.6 µM; 190,000 tested, 0.1% active; AID 1325, 2008;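 active = inhibition above 80%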;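 note: 0% = DMSO and 100% = nicardipine control wells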
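Test system: IgMXP3 (ABCG2) plus far-red-tagged CCRF-Adr (ABCB1) cells / Amount: 3 million cells/mL in well / Reagent: JC-1 transporter substrate / Timing: 10 min compound exposure, 25 °C / Signal: flow cytometry, 530 nm JC-1 signal / Read-out: percent efflux inhibition, scaled nicardipine 100% to DMSO 0% / Benchmarks: nicardipine as high control, DMSO as low control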
* hit, by the source's call; ? = inconclusive. Cut-off read from the data, not from the text of the source, unless noted: active = inhibition above about 40%.

SMILES	Bim-Bcl-XL	Bcl-W Bim block	ABCB1 block	Bcl-2 Bim block	Avidin bead fluor	RGS7-Gao	GSH fluor	RGS4-Gao reg	Bfl-1 Bim block	Bim-Bcl-B	ABCG2 block
CCn1c2ccccc2c2nnc(SCC(=O)NC3CCS(=O)(=O)C3)nc21 (stereo unspecified)	1	0	0.3	-4	4	90	10	86	-20	-1	29
COc1ccccc1NC(=O)c1ccc(S(=O)(=O)N(C)C)cc1	-1	-1	0.4	-5	7	103	19	100	-6	-6	4
Cc1cccc(-c2nnc(N)s2)c1	-1	0	0.7	0	36	102	12	102	-2	0	4
CC(=O)NCCN=C(C)c1sc2ccccc2c1O	0	-2	0.0	-6	5	101	53	99	-11	-6	0
COc1cc(NS(=O)(=O)c2cc(C(=O)N3CCN(C(C)=O)CC3)ccc2OC)cc(OC)c1	-3	0	0.9	0	15	101	12	101	0	-3	2
CCn1c(-c2nn(-c3ccccc3)ccc2=O)n[nH]c1=S	-6	-4	-0.8	-5	8	?	10	109	4	0	-1
Cc1csc2nc(CNC(=O)C3CCCCC3)cn12	-1	0	0.9	-5	6	102	17	102	-7	-2	5
c1csc(C2CCCN2c2nc3nonc3nc2NC2CC2)n1 (stereo unspecified)	-1	0	0.2	-2	30	114	14	106	-6	-3	6
Cc1cccc(-c2noc(C3CCCCC3)n2)c1	5	-1	0.0	-10	10	92	27	97	-13	-7	1
COc1ccc(C(=O)/C(C#N)=N/Nc2ccccc2[N+](=O)[O-])cc1	0	-2	0.0	0	2	99	6	101	-2	-1	-1
Cc1ccc(-c2cc(C(=O)N/N=C\c3cnn(C)c3C)c3ccccc3n2)cc1C	-1	3	0.9	-6	16	102	35	100	-13	-7	46
O=C(OCCN1CCOCC1)c1ccc(OCCN2CCOCC2)cc1	-1	0	0.2	2	12	105	9	110	0	-3	1
CCCCc1c(C)nc(Nc2ccc(OC)cc2)[nH]c1=O	-5	-4	0.6	-2	13	101	16	101	-13	-3	8
Cc1onc(-c2c(F)cccc2Cl)c1C(=O)Nc1nccs1	1	0	0.6	-1	10	?	25	100	-5	2	2
COc1ccc2c(c1)C1CC(C)(NC(=O)C1C(=O)c1ccccc1)O2 (stereo unspecified)	1	0	1.7	-8	15	97	38	96	-6	-6	5
CC1(C)Cc2cccc(Oc3ccc(S(=O)(=O)N4CCCCC4)cn3)c2O1	-4	-2	0.0	-4	10	106	13	108	-4	-5	0
COC(=O)C1=C(C)N(C)C(=S)NC1c1cc(OC)ccc1OC (stereo unspecified)	-4	-1	-0.2	-5	5	97	19	92	-6	-4	0
Cn1c(N/N=C/c2c[nH]c3ccccc23)nc2ccccc21	-5	0	-0.4	0	25	103	8	99	8	-3	-1
O=C(N/N=C/c1ccncc1)c1ccc2c(c1)OCO2	-4	-2	0.2	-5	14	98	11	98	-7	-2	19
Cn1c(Sc2nc3ccccc3n2C)nc2ccccc21	-2	-3	0.7	0	16	97	6	106	-1	-1	2
CCCN(CCC)C(=S)Nc1cc(C(=O)OC)ccc1C(=O)OC	-5	-5	0.0	0	3	105	21	102	0	-9	26
CCC1Oc2ccc(C)cc2N(CC(=O)NCc2ccccc2OC)C1=O (stereo unspecified)	-12	-2	-0.4	-10	12	102	37	106	-18	-10	27
c1ccc(Nc2nc3ccccc3n3nnnc23)cc1	-3	-2	1.6	-4	5	100	17	100	-4	-6	1
Cc1ccc(NC(=O)COC(=O)c2csc3c2CCC(C)C3)cc1S(=O)(=O)N1CCCCC1 (stereo unspecified)	-3	-1	0.1	-1	3	98	10	97	2	0	0
CC(=O)Nc1ccc(NC(=O)Cn2c(-c3ccc(F)cc3)cnc2SCC(=O)Nc2c(C)cccc2C)cc1	1	1	-0.5	0	30	98	12	97	-2	2	-2
COc1ccccc1-c1c(C)nn2c(N3CCN(c4ccccc4OC)CC3)cc(C)nc12	-4	0	1.9	-6	3	104	26	105	-2	-4	0
Cn1cc(/C=C/C(=O)N2CCCC(C(=O)c3ccc(C(F)(F)F)cc3)C2)cn1 (stereo unspecified)	1	-1	1.9	-1	7	94	18	97	-3	-3	8
COc1ccc(CC(=O)OC(C)CN2CCCC2)cc1 (stereo unspecified)	-1	0	0.5	3	14	101	23	102	1	1	1
O=C(Cn1c(=O)oc2ccccc21)N1CCN(c2ccc(N3CCOCC3)nn2)CC1	-3	1	0.4	-5	6	95	15	96	-8	-5	0
COc1ccc(-c2cc(C(F)(F)F)n3ncc(C(=O)NCc4ccco4)c3n2)cc1	-3	-1	2.0	-1	33	95	12	94	3	1	7
Cn1nc(C(F)(F)F)c2cc(NC(=O)OCc3ccc(F)cc3)sc21	-7	2	0.6	-8	10	103	37	102	-8	-10	6
CCSc1nc2sc3c(c2c(=O)[nH]1)CCCC3	-2	2	0.2	1	7	105	28	106	0	-1	0
Cc1ccc(-n2ccc(-c3nn(-c4ccccc4)ccc3=O)n2)cc1	-5	-2	0.5	-3	9	109	14	106	-7	-3	3
Cn1nc(-c2ccc(Cl)cc2)c2cc(C(=O)N3CCOCC3)sc21	-2	0	1.7	-7	6	101	25	104	-11	-8	3
CCOc1ccc(-c2n[nH]c(=S)n2/N=C/c2cc3c(cc2[N+](=O)[O-])OCO3)cc1	-7	-1	-0.5	3	10	107	3	99	13	-27	1
Cc1noc(C)c1COC(=O)C1(c2cccc(F)c2)CCCC1	-6	-1	-2.5	-8	13	96	24	101	-7	-12	-1
COc1ccc(C(=O)NC(=S)Nc2cc3oc4ccccc4c3cc2OC)cc1	1	0	-1.7	-7	19	110	8	115	-18	0	-10
Cc1c(N(C(=O)c2cnccn2)C2(C(=O)NC3CCCC3)CCCCC2)c(=O)n(-c2ccccc2)n1C	-2	-2	0.1	-3	9	102	19	104	-5	-3	-1
Nc1ccc(C(=O)N/N=C/c2ccccc2)cc1	-1	-1	0.2	-2	9	99	22	88	-1	0	1
Cc1cc(C)c(S(=O)(=O)NCC(=O)O)cc1C	0	-1	0.1	-2	19	114	12	109	-1	-3	0
Cn1c(=O)cc(SCC(=O)NCc2cccnc2)c2ccccc21	-14	-4	0.6	-12	36	99	24	102	-29	-13	10
C/C(=N\NC(=O)c1c[nH]c2ccccc12)c1ccc2c(c1)OCO2	0	2	0.0	-3	12	?	13	98	-6	-3	2
Cc1ccc(NS(=O)(=O)c2ccc3c(c2)oc(=O)n3C)cc1F	0	3	-0.6	-3	9	105	13	105	-8	24	1
COCCCn1c(C)c(C(C)=O)cc(NC(=O)c2ccccc2)c1=O	0	0	0.2	-1	10	?	10	99	-4	-3	0
CCc1ccc(Oc2coc3cc(OC(=O)c4cc5ccccc5oc4=O)ccc3c2=O)cc1	-1	1	0.2	0	13	98	22	95	0	0	1
Nc1c(N2CCCCC2)c(=O)[nH]c(=O)n1-c1ccccc1	-3	1	0.4	-6	9	102	53	104	-9	-5	1
Cc1nnc(Nc2ccc(O)cc2)[nH]c1=O	1	2	0.1	0	10	100	24	101	-2	0	0
COc1cc(/C=N/Nc2nc(C)cc(=O)[nH]2)ccc1OC(=O)c1cccnc1	0	0	1.0	-1	25	101	11	102	-4	-1	2
COc1ccc(-c2csc3ncnc(Oc4ccc5c(C)cc(=O)oc5c4)c23)cc1	-11	-9	10	-8	11	100	9	99	-11	-8	32
CN1CCN(C(=O)CN2C(=O)CC(C)(C)S(=O)(=O)c3ccccc32)CC1	0	0	0.2	0	12	98	8	96	-2	0	0
CCc1ccc(-n2c(O)cnc2Nc2nc(C)cc(C)n2)cc1	-4	0	0.2	-5	9	99	23	100	-10	-2	2
CCn1c(SCC(=O)Nc2nccs2)nnc1-c1ccco1	0	0	0.2	-3	9	100	12	100	-4	0	2
COc1cccc(NC(=O)COc2ncnc3sc(C)c(C)c23)c1	-7	-2	0.6	-4	7	100	44	105	-12	-11	3
COc1ccccc1-c1noc(-c2ccncc2)n1	-2	0	-0.2	-5	8	101	29	104	-9	-6	2
N#Cc1c(-c2ccccc2)nc(SCC(=O)NC2CCCCC2)[nH]c1=O	3	7	1.9	0	17	122	9	103	-1	-1	16
Cc1cc(C)nc(SCC(=O)N2CCOCC2)n1	-3	1	1.3	-7	9	104	27	99	-15	-6	4
CCOC(=O)C1CCN(C(=O)C(C)N(c2ccc(Oc3ccccc3)cc2)S(C)(=O)=O)CC1 (stereo unspecified)	1	2	0.9	0	13	104	11	103	-2	2	0
O=C(CSc1nc2cccnc2n1Cc1ccccc1)NC1CCCCC1	5	2	1.5	12	18	96	21	100	6	3	5
CCCCNC(=O)COc1ccccc1C(=O)c1cc(C#N)c(=O)n(CCOC)c1	-1	3	-0.6	4	13	97	14	96	8	0	-4
Cc1cccc(NC(=S)/N=C(\N)Nc2nc(C)c3cc(C)ccc3n2)c1	-5	-3	-0.4	-5	12	109	11	106	-7	-10	-1
Continued.
SMILES	Bim-Bcl-XL	Bcl-W Bim block	ABCB1 block	Bcl-2 Bim block	Avidin bead fluor	RGS7-Gao	GSH fluor	RGS4-Gao reg	Bfl-1 Bim block	Bim-Bcl-B	ABCG2 block
COCc1cc(C)nc2sc(C(=O)NC3CCCCC3)c(N)c12	-4	0	1.0	-7	6	101	35	106	-8	-15	6
Cc1c(NC(=O)C(C)N(c2ccccc2)S(C)(=O)=O)c(=O)n(-c2ccccc2)n1C (stereo unspecified)	-3	-6	1.5	-4	3	92	10	94	0	0	2
O=[N+]([O-])c1ccc(Cl)c(/C=N/N2CCN(Cc3ccc(Cl)cc3)CC2)c1	-2	-2	0.0	-12	9	103	9	103	-7	-11	0
COc1cc(NC(=O)COc2ccccc2Cl)ccc1NC(=O)C(C)C	-4	-1	0.7	-6	8	?	16	102	-7	-5	30
Cc1cc(C)n(S(=O)(=O)c2ccc3ccccc3c2)n1	-4	-3	0.6	-9	15	98	39	101	-11	-5	1
CCOC(=O)c1cc(-c2ccccc2)sc1NC(=O)CC(C)C	1	1	0.5	-2	9	100	16	101	-1	1	13

Compounds were not picked by outcome; any-hit rate near 1.3%.
